Compound activity deposited in PubChem by NMMLSC.
Bfl-1 Bim block: inhibitors of Bim-Bfl-1 interaction, human | Q16548 | Bead-based flow cytometry, Bim-Bfl-1 binding inhibition | inhibition, % at 10 µM | 0.12% of 190,000 active;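 also: 0% = wells without compound plus tracer and 100% = blocker peptide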
Bcl-B Bim block: human Bim-Bcl-B interaction inhibition; Q9HD36; 0.073% of 190,000 active; bead-based flow cytometry, Bim peptide-Bcl-B binding; inhibition, % at 10 µM;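 also: 0% = tracer peptide without compound and 100% = reference inhibitor peptide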
Target sequence (Q9HD36 whole entry, looked up): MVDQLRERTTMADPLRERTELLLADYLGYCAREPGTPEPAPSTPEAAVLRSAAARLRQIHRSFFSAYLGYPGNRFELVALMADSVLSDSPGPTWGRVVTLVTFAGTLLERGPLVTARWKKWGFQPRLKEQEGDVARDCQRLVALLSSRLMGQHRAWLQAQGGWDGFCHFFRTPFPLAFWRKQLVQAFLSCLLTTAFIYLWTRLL
ABCB1 inh: inhibitors of human ABCB1 transporter, ABCG2 counter-screen; P08183; CCRF-Adr cells, JC-1 efflux, flow cytometry; inhibition, % at 6.6 µM; 0.067% of 190,000 active; in the data active = inhibition above about 40%;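 also: 0% = vehicle and 100% = reference inhibitor; higher value means more JC-1 retained so stronger ABCB1 efflux block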
RGS4-Gao reg: modulates binding of RGS4 to human Galphao; P09471; Multiplexed bead flow cytometry; actives lie on both sides; binding response (% of control), % at 10 µM; 0.33% of 220,000 active; AID 1415; in the data active = binding response below about 49% or above about 150%; inactive = in between;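 also: fluorescent Galphao activated with aluminum fluoride binding bead-coupled RGS4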
Target sequence (P09471 whole entry, looked up): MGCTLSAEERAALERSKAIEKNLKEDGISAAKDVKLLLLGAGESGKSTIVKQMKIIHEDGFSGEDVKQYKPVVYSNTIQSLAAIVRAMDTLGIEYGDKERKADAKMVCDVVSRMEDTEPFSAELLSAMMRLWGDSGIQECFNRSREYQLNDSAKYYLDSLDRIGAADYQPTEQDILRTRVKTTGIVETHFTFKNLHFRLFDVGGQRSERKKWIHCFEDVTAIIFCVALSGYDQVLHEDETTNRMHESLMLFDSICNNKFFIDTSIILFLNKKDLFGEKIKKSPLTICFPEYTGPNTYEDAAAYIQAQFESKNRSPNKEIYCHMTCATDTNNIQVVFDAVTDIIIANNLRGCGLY
RGS8-Gao: regulators of human RGS8-Galphao interaction; response (percent of control binding), % at 10 µM; 0.34% of 220,000 active; P09471; multiplexed bead flow cytometry, RGS8-Galphao binding; actives lie on both sides; AID 1423; in the data active = response below about 60% or above about 140%; inactive = in between;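 also: Galphao activated as the GDP aluminium fluoride complex binding bead-coupled RGS8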
ABCG2 block: inhibitors of human ABCG2 transporter, ABCB1 counter-screen; IgMXP3 cells, JC-1 efflux, flow cytometry; Q9UNQ0; 0.1% of 190,000 active; AID 1325; inhibition, % at 6.6 µM;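 active = inhibition above 80%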;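 also: 0% = DMSO and 100% = nicardipine control wells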
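test system = two drug-resistant human cell lines, ABCG2 and ABCB1 | amount = 3 million cells/mL final, two lines in 1:1 ratio | reagent = JC-1 transporter substrate | doses = one concentration, 6.6 µM final | incubation = 10 min at 25 °C | signal = flow cytometric JC-1 green MFI at 530 nm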
Bim-Bcl-W: inhibitors of Bim-Bcl-W interaction, human; 0.02% of 190,000 active; inhibition, % at 10 µM; bead-based flow cytometry, Bim peptide-Bcl-W binding;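 also: 0% = bound tracer without compound and 100% = peptide blocker; higher means less fluorescent Bim peptide bound to Bcl-W beads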
Target sequence (Q92843 whole entry, looked up): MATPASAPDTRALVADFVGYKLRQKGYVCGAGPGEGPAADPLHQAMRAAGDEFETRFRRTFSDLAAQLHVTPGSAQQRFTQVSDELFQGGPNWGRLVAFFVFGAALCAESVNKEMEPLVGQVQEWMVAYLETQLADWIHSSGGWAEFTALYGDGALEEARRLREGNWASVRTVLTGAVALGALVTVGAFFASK
Bim-Bcl-XL: inhibitors of Bim-Bcl-XL interaction, human. Bim peptide-Bcl-XL binding, bead flow cytometry, fluorescence. inhibition, % at 10 µM. 0.04% of 190,000 active
Target sequence (Q07817 whole entry, looked up): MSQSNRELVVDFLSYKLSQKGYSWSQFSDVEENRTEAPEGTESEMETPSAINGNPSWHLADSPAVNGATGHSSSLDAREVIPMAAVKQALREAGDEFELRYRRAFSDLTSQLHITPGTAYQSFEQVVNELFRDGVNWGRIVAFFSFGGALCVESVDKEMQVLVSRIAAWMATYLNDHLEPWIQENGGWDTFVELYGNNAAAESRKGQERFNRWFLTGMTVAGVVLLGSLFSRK
RGS7-Gao: human RGS7-Galphao interaction regulation | Multiplexed bead flow cytometry, RGS7-Galphao binding; actives lie on both sides | 0.35% of 220,000 active | AID 1439 | binding response (% of control), % at 10 µM; in the data active = binding response below about 49% or above about 150%; inconclusive = no clear call, values can overlap the other calls; inactive = in between;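 also: fluorescent Galphao held in activated GDP-AlF4 state binding bead-coupled RGS7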
Bim-Bcl-2: disrupts Bim peptide binding to human Bcl-2; 0.06% of 190,000 active; Bead-based flow cytometry, Bim peptide-Bcl-2 binding; P10415; inhibition, % at 10 µM; AID 950; in the data active = inhibition above about 40%; inconclusive = no clear call, values can overlap the other calls;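 also: 0% = no compound wells with probe peptide and 100% = reference peptide inhibitor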
GSH bead fluor: compound fluoresces at 488/530 nm on GSH beads. AID 1776. GSH beads flow cytometry, compound fluorescence 488/530 nm; hits give high values. fluorescence (KMESF) at 10 µM. 0.25% of 190,000 active; in the data active = fluorescence above about 89;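 also: glutathione beads carrying GST-tagged Bcl family fusion proteins plus one bare bead set; values are compound well signal with DMSO vehicle wells as background; inactives centre near 16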
An asterisk follows results filed as active; ? = inconclusive; nt = no result given; [ ] = dose if it differs, or a comment. Rule as the data show it, unless noted: active = inhibition above about 40%.

SMILES	Bfl-1 Bim block	Bcl-B Bim block	ABCB1 inh	RGS4-Gao reg	RGS8-Gao	ABCG2 block	Bim-Bcl-W	Bim-Bcl-XL	RGS7-Gao	Bim-Bcl-2	GSH bead fluor
CC1Cc2ccccc2N1C(=S)NC(=O)c1ccco1 (configuration not stated)	2	0	-1.9	101	99	-11	-6	-6	?	2	15
CC(=O)Nc1cc(-c2ccccc2)ccc1O	0	0	1.1	104	103	6	1	0	101	1	20
COc1ccc(C(=O)NC(=S)N2CCNC(=O)C2)cc1Br	71*	70*	-0.2	103	99	-1	3	4	103	79*	9
COc1ccc(N2C(=O)C(CN3CCN(C)CC3)C2c2ccccc2)cc1 (configuration not stated)	-6	-2	-0.1	99	100	2	0	-5	105	-3	20
CCOc1ccc(N2CC(C(=O)Nc3ccccc3F)CC2=O)cc1 (configuration not stated)	-11	-7	0.4	98	100	1	0	-2	97	-8	42
Cc1ccc(C)c(NC2=NCC(=O)N2C2CCCCC2)c1	-1	-3	-0.3	101	82	-1	-1	-5	101	-4	13
N/C(=N\OC(=O)CCc1ccccc1)c1cccc(Br)c1	-2	-1	0.3	103	100	2	0	-3	101	-3	21
Cc1nn(-c2ccccc2)c(Cl)c1/C=N/N1CCN(c2ccccn2)CC1	5	-1	0.5	98	99	3	4	0	98	1	65
N#CC1=C(N)N(c2ccccc2)C(c2ccco2)C1(C#N)C#N (configuration not stated)	-2	0	0.3	98	93	4	-1	-3	99	-3	15
CC1CCc2c(sc(NC(=O)C3CCCO3)c2C#N)C1 (configuration not stated)	-3	0	-0.1	99	98	4	-4	0	99	-1	12
O=C(COc1cccc2ccccc12)NCc1cccnc1	-1	0	0.0	100	102	3	0	0	99	-1	71
O=C(Nc1ccccc1-c1nnc(SCc2ccc(Cl)cc2Cl)o1)c1ccccc1	-2	-1	0.3	111	117	5	-2	-1	104	2	13
Cc1ccc(S(=O)(=O)NC(c2ccccc2)C(C)C(=O)n2nc(C)cc2C)cc1 (configuration not stated)	-11	-8	0.7	104	101	3	0	-2	100	-10	14
O=C(CCCC(=O)N(CC(=O)NC1CCCCC1)Cc1ccco1)Nc1ccccn1	3	2	0.2	128	98	-1	0	0	112	3	47
CCn1c2ccccc2c2cc(NC(=O)c3cc(OC)cc(OC)c3)ccc21	-1	-8	-0.4	98	91	-6	-4	-9	97	-3	13
COc1cccc(-c2cc(C(F)(F)F)nc(-n3cc(Cl)cn3)n2)c1	-4	-1	0.5	92	84	3	-2	-2	94	0	39
O=C(COC(=O)c1ccco1)c1ccc2ccccc2c1	-10	-5	0.3	102	102	2	0	0	100	-4	27
Cc1c2cnn(CC(=O)Nc3c(F)c(F)cc(F)c3F)c(=O)c2c(C)n1Cc1ccc(F)cc1	-4	-8	0.6	120	118	1	-4	-2	117	-1	15
OCCN1CCN(c2cc(-c3ccccc3)c3ccccc3n2)CC1	-1	-7	0.8	99	102	16	-2	-6	100	-1	6
COc1cc2ccnc(Cc3cccc(OC)c3OC)c2cc1OC	nt	nt	1.1	108	105	2	nt	nt	103	?	17
c1ccc(-n2ncc3c(NCc4ccco4)ncnc32)cc1	0	0	0.1	103	99	25	3	0	102	0	34
Cc1cccc2c(=O)cc(C)n(CC(=O)N3CCOCC3)c12	-13	-7	0.5	99	101	12	-3	-2	100	-6	36
NC(=O)c1nn(-c2ccccc2)c(=O)cc1O	-1	1	1.4	98	96	7	-1	-3	96	-2	8
COc1ccc(OC)c(NC(=O)CC2SC(=Nc3ccc(F)cc3)N(CCC3=CCCCC3)C2=O)c1 (configuration not stated)	-10	-5	1.4	89	93	7	0	-1	86	-27	14
O=C(CCCCCNC(=S)Nc1ccccc1)C[N+](=O)[O-]	5	-1	-0.7	96	95	-1	-2	-1	?	5	15
CC1CCCN(C(=O)C2CCN(CCCc3ccccc3)CC2)C1 (configuration not stated)	-15	-8	1.5	91	97	59	-1	-6	98	-9	24
O=C(Nc1nc(-c2ccncc2)cs1)c1ccco1	-7	-8	0.3	88	97	5	0	0	95	-8	35
COc1cc(CNC(=O)OCC(C)C)cc(OC)c1OC	-10	-9	-1.2	103	106	11	0	-2	104	-7	13
COc1ccc2nc(NC(=O)c3cccnc3SC)sc2c1	2	-3	1.9	93	77	30	2	4	99	8	7
Cc1cc(Nc2ccccc2)n(-c2ccc(C(=O)O)cc2)n1	-7	-4	0.1	99	97	1	-2	0	99	-3	58
COc1ccc(C2CC(c3ccc(OC)cc3)n3nc(NC(=O)c4cccs4)nc3N2)cc1 (configuration not stated)	-2	0	0.4	102	100	1	-1	-1	102	1	18
CC1(C)Cc2ccccc2C2=C(C(=O)N3CCCCCC3)C(=O)C(=O)N21	-7	1	0.5	105	103	5	3	1	98	-3	15
O=C1COc2ccc(C(=O)CSc3nnc(Cc4cccs4)n3-c3ccccc3)cc2N1	-9	-5	0.4	99	102	2	-1	-5	99	0	25
CC(C)(C)c1ccccc1OCCCCCn1ccnc1	2	1	-0.9	104	103	-2	0	0	97	-2	14
CCCCN1C(=O)c2ccc(C(=O)NC3=NCCS3)cc2C1=O	-2	-3	0.8	108	105	43	-2	-4	107	2	22
O=C1c2cccnc2-c2ncccc21	-15	-8	0.1	110	104	2	-3	0	104	-3	9
Nc1nc(-c2ccc(Cl)cc2)cc(C(F)(F)F)n1	2	-3	0.5	126	142*[activator]	2	0	-1	118	2	8
O=C(N=NC(=O)c1ccc2c(O)n(C3CCCCC3)c(O)c2c1)c1cccnc1	0	0	0.4	100	105	2	2	1	99	-2	16
O=C(CCN1c2ccccc2Sc2ccccc21)OCc1nnc(-c2ccccc2)o1	-1	-2	-2.4	101	97	-3	-3	-3	96	3	22
Nc1ccc(Cl)c(NC(=O)c2cccs2)c1	-11	-9	0.1	99	96	1	1	-4	98	-9	31
Brc1ccc(-c2nc(-c3cccnc3)no2)o1	4	-2	0.0	97	102	0	-3	-5	95	-2	5
COc1cccc(CNc2cnc3ccccc3c2)c1O	2	-9	0.1	103	101	0	-2	-6	109	9	14
O=C(CSc1nnnn1-c1ccccc1)NC(=O)NCc1ccco1	-13	-9	0.2	84	101	0	0	0	91	-10	25
CCOC(=O)c1c(NC(=O)CC2SC(N)=NC2=O)sc2c1CCCC2 (configuration not stated)	-6	-5	0.4	96	103	4	-1	-6	101	-4	59
CN1CCN(c2ccc(NC(=O)c3ccccc3Br)cc2)CC1	-9	-1	-0.1	104	101	2	3	-12	100	-3	37

No new results follow: an excerpt of the list.
SMILES	Bfl-1 Bim block	Bcl-B Bim block	ABCB1 inh	RGS4-Gao reg	RGS8-Gao	ABCG2 block	Bim-Bcl-W	Bim-Bcl-XL	RGS7-Gao	Bim-Bcl-2	GSH bead fluor
Cc1cc(Nc2ccccc2)n(-c2ccc(C(=O)O)cc2)n1	-7	-4	0.1	99	97	1	-2	0	99	-3	58
COc1ccc(C2CC(c3ccc(OC)cc3)n3nc(NC(=O)c4cccs4)nc3N2)cc1 (configuration not stated)	-2	0	0.4	102	100	1	-1	-1	102	1	18
CC1(C)Cc2ccccc2C2=C(C(=O)N3CCCCCC3)C(=O)C(=O)N21	-7	1	0.5	105	103	5	3	1	98	-3	15
O=C1COc2ccc(C(=O)CSc3nnc(Cc4cccs4)n3-c3ccccc3)cc2N1	-9	-5	0.4	99	102	2	-1	-5	99	0	25
CC(C)(C)c1ccccc1OCCCCCn1ccnc1	2	1	-0.9	104	103	-2	0	0	97	-2	14
CCCCN1C(=O)c2ccc(C(=O)NC3=NCCS3)cc2C1=O	-2	-3	0.8	108	105	43	-2	-4	107	2	22
O=C1c2cccnc2-c2ncccc21	-15	-8	0.1	110	104	2	-3	0	104	-3	9
Nc1nc(-c2ccc(Cl)cc2)cc(C(F)(F)F)n1	2	-3	0.5	126	142*[activator]	2	0	-1	118	2	8
O=C(N=NC(=O)c1ccc2c(O)n(C3CCCCC3)c(O)c2c1)c1cccnc1	0	0	0.4	100	105	2	2	1	99	-2	16
O=C(CCN1c2ccccc2Sc2ccccc21)OCc1nnc(-c2ccccc2)o1	-1	-2	-2.4	101	97	-3	-3	-3	96	3	22
Nc1ccc(Cl)c(NC(=O)c2cccs2)c1	-11	-9	0.1	99	96	1	1	-4	98	-9	31
Brc1ccc(-c2nc(-c3cccnc3)no2)o1	4	-2	0.0	97	102	0	-3	-5	95	-2	5
COc1cccc(CNc2cnc3ccccc3c2)c1O	2	-9	0.1	103	101	0	-2	-6	109	9	14

(cont.)
SMILES	Bfl-1 Bim block	Bcl-B Bim block	ABCB1 inh	RGS4-Gao reg	RGS8-Gao	ABCG2 block	Bim-Bcl-W	Bim-Bcl-XL	RGS7-Gao	Bim-Bcl-2	GSH bead fluor
O=C(N/N=C\c1ccc(Sc2ccccn2)o1)c1cccc(F)c1	0	0	0.5	103	103	4	0	-2	103	-1	11
COc1nonc1NCn1nc(C)cc1C	-6	-3	1.1	96	95	5	-2	-1	95	-4	80
CCOC(=O)c1oc2nc(C(C)C)c3c(c2c1N)CCC3	-11	-3	0.2	102	100	0	4	0	105	-2	18
COc1cc(CO)ccc1OCC(=O)Nc1ccc(Br)cc1	-2	0	0.7	96	98	27	1	-1	?	0	15
CN=c1sc2ccccc2n1CC(O)c1ccccc1 (configuration not stated)	-4	-3	0.6	101	99	3	-3	-2	100	0	13
CS(=O)(=O)N1CCCC(C(=O)NCc2ccccn2)C1 (configuration not stated)	-1	1	0.2	101	103	2	0	1	101	0	13
O=C(CN1CCN(c2ccc(O)cc2)CC1)NC(=O)NCc1ccco1	-3	-7	4.3	99	99	28	-2	-7	99	0	13
CC1CN(C2CCN(S(=O)(=O)Cc3ccccc3)CC2)CC(C)O1 (configuration not stated)	-12	-7	0.6	95	99	4	0	-3	96	-7	60
O=C1CCCc2ccccc2N1Cc1cccc(Cl)c1	-1	0	0.6	94	100	8	3	2	98	0	18
NC(=O)c1ccccc1NC(=O)CS(=O)(=O)Cc1ccccc1	-23	-14	0.0	102	102	6	-9	-13	100	-13	26
Cc1nnn(-c2nonc2N)c1C(=O)NNC(=O)c1ccc(Cl)c(Cl)c1	-6	-1	0.1	101	104	9	-2	-2	?	-4	14
